FECH inh = inhibitors of human ferrochelatase; 3.3% of 20,000 active; calls only at 10 µM (by protocol); purified FECH, Ni-mesoporphyrin absorbance 550 nm; AID 1671448; P22830;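 active = enzyme reaction rate more than 3 SD below the solvent-only control wells on the same plate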;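 also: lower slope than DMSO wells means FECH inhibition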
Target sequence (P22830 whole entry, looked up): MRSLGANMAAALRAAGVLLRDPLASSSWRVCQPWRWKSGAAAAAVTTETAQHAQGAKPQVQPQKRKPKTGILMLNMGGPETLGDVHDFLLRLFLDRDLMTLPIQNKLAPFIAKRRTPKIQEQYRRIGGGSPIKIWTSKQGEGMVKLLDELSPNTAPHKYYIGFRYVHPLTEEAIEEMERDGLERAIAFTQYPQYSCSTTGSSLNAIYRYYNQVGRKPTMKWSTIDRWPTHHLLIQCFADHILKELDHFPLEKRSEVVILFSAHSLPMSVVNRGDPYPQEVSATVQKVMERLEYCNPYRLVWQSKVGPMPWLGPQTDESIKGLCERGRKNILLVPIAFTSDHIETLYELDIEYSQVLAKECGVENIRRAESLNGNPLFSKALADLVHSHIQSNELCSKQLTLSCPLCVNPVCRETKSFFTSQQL
Calls only; i = inactive; + = active, no number.

SMILES	FECH inh
Cc1cccc(-c2nc3nc(CN(C)Cc4ccccc4)cc(=O)n3[nH]2)c1	+
Cc1nc2c(c(=O)n1C)CCN(C(=O)CCc1ccccc1O)CC2	i
CCOC(=O)C1CCN(S(=O)(=O)c2cc(-c3ccc(=O)[nH]n3)ccc2Cl)CC1	i
Cc1ccc(C(=O)NCCn2c(C(F)(F)F)nc3cccnc32)cc1C	i
CNC(=O)C(C)N(C)C(=O)CNS(=O)(=O)c1ccc(F)c(C)c1 (configuration not stated)	i
CC(=O)NCCn1ccnc1-c1cc2ccccc2s1	i
O=C(NCCCn1cncn1)c1cccc(-c2ccc(O)cc2)c1	i
COc1ccccc1N1CCN(C(=O)C2CCCN(c3ncnc4c3nc3n4CCCCC3)C2)CC1 (configuration not stated)	i
CN(CCc1ccccn1)c1ncccc1CNc1ncccc1C(F)(F)F	i
O=C(NC1CCCCC1)c1nc[nH]c1C(=O)NC1CCCCNC1=O (configuration not stated)	i
CNc1ncc(CN(C)C(=O)c2csc(C)n2)cn1	i
Cc1ncsc1CCCNC(=O)CC(=O)Nc1cccc(Cl)c1C	i
Nc1nnc(SCC(=O)NCCC2COc3ccccc3O2)s1 (configuration not stated)	i
CCOc1ccc(-c2nc(SCC(=O)Nc3cc(OC)cc(OC)c3)n3[nH]c(=O)cc3n2)cc1	i
COc1ccc(OC)c(Nc2nc(N3CCCC(C)C3)nc3c2cnn3-c2ccccc2)c1 (configuration not stated)	i
CCN(c1nc2nc(C)cc(C)n2n1)S(=O)(=O)c1ccc(C)cc1	i
CC(NC(=O)C1CCN(C(C)C)CC1)c1cnn(-c2ccccc2F)c1 (configuration not stated)	i
Cc1cc(C)n(CCC2CC(=O)Nc3n[nH]c(-c4ccccc4)c32)n1 (configuration not stated)	i
c1ccc(-c2ncn(CCc3nc4c(s3)CCC4)c2C2CCOC2)cc1 (configuration not stated)	i
Cc1ccc(S(=O)(=O)N2CCN(c3nc(C)cc(N4CCCC4)n3)CC2)cc1	i
COc1ccc(-c2cc3n(n2)CCC(=O)N3Cc2ccc(C(=O)NCCC3=CCCCC3)cc2)cc1	i
Cc1cc(Sc2ccccc2NC(=O)c2cccs2)n2nc(-c3ccccc3)nc2n1	i
Cc1ccc(F)c(OCc2nc(Cc3ccccc3F)no2)c1F	i
O=C(c1csc(S(=O)(=O)NCc2ccccn2)c1)N1CCCC1	i
COCCNc1nc(Nc2cccc(Cl)c2)c2cnn(-c3ccccc3)c2n1	i
CCOC(=O)C1CCN(S(=O)(=O)c2cc3c(cc2Cl)NC(=O)CO3)CC1	i
Cc1nc2nc(-c3ccccc3)nn2c(Sc2ccccc2NC(=O)c2ccc(Br)o2)c1C	i
COc1cccc(-c2cc(N3CCN(S(=O)(=O)c4ccc(OC)c(Cl)c4)CC3)ncn2)c1	i
Cc1ncc2c(=O)n(CCCN(C)C)c(=O)n(C)c2n1	i
Cc1nc(C(C)C)cc(N2CCC(Cn3ccnc3)CC2)n1	i
CNC(=O)C1CCC(Cn2c(=O)c3sccc3n(CC(=O)Nc3ccc(F)cc3)c2=O)CC1 (configuration not stated)	i
CC(C)CCNC(=O)CSc1nc(-c2cccc(Cl)c2)nc2cc(=O)[nH]n12	i
OCCN1CCN(c2nc(Nc3ccc(Cl)cc3)c3cnn(-c4ccccc4)c3n2)CC1	+
COc1ccc(-c2cc(N3CCN(S(=O)(=O)c4ccc(C)cc4C)CC3)ncn2)cc1	i
CSc1nc(-c2ccc(C)cc2)c(C#N)c(N2CCC(C(N)=O)CC2)n1	i
CC(=O)NC(C)c1ccc(-c2cccc3cnccc23)cc1 (configuration not stated)	i
O=C(CN1c2ccc(Br)cc2-c2ccccc2S1(=O)=O)NCc1ccccn1	+
CCc1nc(OCC(=O)NCCc2ccco2)c2c(C)c(C)oc2n1	i
COc1ccc(Nc2c(-c3ccc4c(c3)CCCC4)c(=O)c2=O)c(OC)c1	+
Cc1ccc(NC(=O)CSc2cc(N3CCCCC3)ncn2)cc1F	i
O=c1[nH]nc(C2CCC2)n1Cc1ccco1	i
Cc1ccc(C(=O)N2CC(c3ccccn3)C2)c(F)c1F	i
Cc1cc(C)n(C(C)C(=O)N2Cc3cnc(-c4ccccc4)nc3C2)n1 (configuration not stated)	i
CC(C)Cc1noc(C2CCCN(C(=O)c3cc(C4CC4)[nH]n3)C2)n1 (configuration not stated)	i
C=Cc1ccc(CN(c2nc3nc(C)c(Cl)c(C)n3n2)S(=O)(=O)c2ccc(Cl)cc2)cc1	i
Cc1cccn2c(CN3CCCOCC3)c(C(=O)N3CCOCC3)nc12	i
CCc1cc(CN(C)CC(=O)NC(C)c2ccc(C)cc2)on1 (configuration not stated)	i
Cc1oc(-c2ccccc2)nc1CC(=O)N1CC2(CCNCC2)CC1C(=O)O (configuration not stated)	i
C1=CC[C@H]2CN(c3nncs3)C[C@H]2C1	i
CN1C(=O)Cc2cc(S(=O)(=O)CCC(=O)N3CCN(c4ccccc4F)CC3)ccc21	i
COc1cccc(Nc2cc(-n3nc(C)cc3C)ncn2)c1	i
CC(C)CNC(=O)C1CCN(c2ccc(-c3ccccc3)nn2)CC1	i
O=C(NC1CC(=O)N(c2ccccc2)C1)c1ccc2c(c1)OCO2 (configuration not stated)	i
OCc1csc(-c2cccc(C(F)(F)F)c2)n1	i
CCc1c(C)nc2ncnn2c1Sc1ccc(NC(=O)Nc2ccccc2Br)cc1	i
CCOC(=O)c1cc2ccsc2n1CC(=O)Nc1ccc(F)c(Cl)c1	i
Cc1oc(-c2cccc(Cl)c2)nc1CSc1nc(-c2ccccc2)cc(=O)[nH]1	i
O=c1c2ccccc2c(-c2ccccc2)nn1Cc1nc(C2CC2)n[nH]1	i
Cc1ccccc1-c1noc(CCC(=O)NC(C)c2cn3ccsc3n2)n1 (configuration not stated)	i
COc1ccc(N2CCN(C(=O)CCc3nc(-c4cc5ccc(C)cc5[nH]c4=O)no3)CC2)cc1	i

Part of the list above, with values ahead of the structure.
FECH inh	SMILES
i	CC(=O)NC(C)c1ccc(-c2cccc3cnccc23)cc1 (configuration not stated)
+	O=C(CN1c2ccc(Br)cc2-c2ccccc2S1(=O)=O)NCc1ccccn1

Other structures
SMILES	FECH inh
Cc1ccc(S(=O)(=O)NCc2nc3cccnc3n2CC(C)C)cc1Cl	i
COc1ccc(N2C(=O)CCS2(=O)=O)cc1S(=O)(=O)N1CCC(C(N)=O)CC1	i
OC(c1ccccc1)c1nncn1-c1cccc(F)c1 (configuration not stated)	i
CCCc1cnc(C)nc1N1CCC(Cc2cccc(C(N)=O)c2)C1 (configuration not stated)	i
CN(Cc1n[nH]c2c1CCCC2)C(=O)CCNC(=O)c1ccccc1F	i
Cc1ccc(C(CNC(=O)c2cccc3ccnn23)N2CCOCC2)o1 (configuration not stated)	i
CN(CC(=O)NC1CCCCCCC1)Cc1nc(-c2cccnc2)no1	i
c1cc2c(c(-c3cc(N4CCOCC4)ncn3)c1)CCNC2	i
Cc1ccc(C)c(CN2CCCN(CC(=O)NCCc3ccccc3)S2(=O)=O)c1	i
O=C1CCC2(CCN1)CCN(S(=O)(=O)c1ccc3ccccc3c1)CC2	i
CCC(=O)Nc1ccc(NC(=O)Cn2nc(C)c(C)c2C)cc1Cl	i
CNCC(=O)N(C)CCc1nc2ccc(OC)cc2[nH]1	i

FECH inh, what is marked active above.
SMILES	FECH inh
Cc1cccc(-c2nc3nc(CN(C)Cc4ccccc4)cc(=O)n3[nH]2)c1	+
OCCN1CCN(c2nc(Nc3ccc(Cl)cc3)c3cnn(-c4ccccc4)c3n2)CC1	+
O=C(CN1c2ccc(Br)cc2-c2ccccc2S1(=O)=O)NCc1ccccn1	+
COc1ccc(Nc2c(-c3ccc4c(c3)CCCC4)c(=O)c2=O)c(OC)c1	+

New compounds follow
SMILES	FECH inh
CCc1nc(OCC(=O)NC(C)c2ccccc2)c2c(-c3ccc(F)cc3)noc2n1 (configuration not stated)	i
CCOc1ccc(CNC(=O)C2CCCN2S(=O)(=O)c2ccc3c(c2)CCCC(=O)N3)cc1 (configuration not stated)	i
CCc1c(C)nc2ncnn2c1Sc1ccc(NC(=O)c2cccs2)cc1	i
CCNC(=O)c1nc[nH]c1C(=O)NCCC(C)C	i
COc1ccccc1-n1cc(C(=O)NCCc2n[nH]c3c2CCCC3)cn1	i
O=C(c1cc(CN2CCC(O)CC2)on1)N1CCCC1c1ccc(F)cc1 (configuration not stated)	i
CCOc1c(Nc2ccc(Br)cc2F)c(=O)c1=O	i
Cc1cc(Nc2ccc(Cl)cc2)n2nc(-c3cccnc3)nc2n1	i
COc1ccc2[nH]cc(CCNC(=O)c3ccc(CN4C(=O)CCn5nccc54)cc3)c2c1	i
Cc1cc(N2CCCC2)nc(Nc2ccc(NC(=O)C(C)Oc3ccccc3)cc2)n1 (configuration not stated)	i
CCn1ccnc1CN(C)C(C)C(=O)N(C)C (configuration not stated)	i
CC(C)c1cc(N2CCCCCC2)n2nc(-c3cccnc3)nc2n1	i

Reformatted: results already given.
O=C(c1cc(CN2CCC(O)CC2)on1)N1CCCC1c1ccc(F)cc1 (configuration not stated)
  FECH inh: i
CCOc1c(Nc2ccc(Br)cc2F)c(=O)c1=O
  FECH inh: i
Cc1cc(Nc2ccc(Cl)cc2)n2nc(-c3cccnc3)nc2n1
  FECH inh: i
COc1ccc2[nH]cc(CCNC(=O)c3ccc(CN4C(=O)CCn5nccc54)cc3)c2c1
  FECH inh: i

Continuation:
SMILES	FECH inh
COc1ccc(S(N)(=O)=O)cc1-c1noc(C2CCCCC2)n1	i
CC(C)Cn1cncc1CNC1CCSCC1	i
CC1=C(C(=O)N2CCc3c([nH]c4ccccc34)C2)C(c2cccnc2)NC(=O)N1 (configuration not stated)	i
COc1ccc(C(=O)C2CCCN(CC(=O)Nc3cnn(C)c3)C2)cc1F (configuration not stated)	i
CCc1nc(OCC(=O)NCc2ccc(C)cc2)c2c(C)c(C)oc2n1	i
COCCn1c(CNS(=O)(=O)c2ccc(C)c(Cl)c2)nc2cccnc21	i
O=C1[C@@H]2C[C@H](O)CCN2C(=O)CN1CCCn1ccnc1	i
C=C(C)[C@@H]1CC=C(CN(C)Cc2ncc[nH]2)CC1	i
COC(=O)[C@@H]1C[C@@H](O)CN1Cc1c(C(=O)N2CCCC2)nc2sccn12	i
CCCCC1CCC(C(=O)Nc2cc(C)nn2-c2ncnc3c2cnn3-c2ccc(C)cc2C)CC1 (configuration not stated)	i
COc1ccnc(N2CCN(Cc3ccc(S(C)(=O)=O)cc3)CC2)n1	i
CC(=O)N1CCCC(OCC2=CCCN(Cc3cc(C)on3)C2)C1 (configuration not stated)	i
CC(C(=O)NC1CC1)N1CCc2[nH]nc(-c3ccc(-c4ccccc4)cc3)c2C1 (configuration not stated)	i
CCn1c(CC2CCN(Cc3ccc(OC)c(C)c3)CC2)nn(C)c1=O	i
CNC(=O)[C@@H]1C[C@@H](N)CN1Cc1cnc(C(C)(C)C)nc1	i
Cc1ccc(Nc2cc(C)nc(N3CCN(S(=O)(=O)c4ccccc4Cl)CC3)n2)cc1	i
CC(=O)Nc1ccc2c(c1)NC(=O)CC2COCc1ccccc1 (configuration not stated)	i
CC(=O)Nc1ccc(Nc2nc(-c3nnc(-c4ccc(C)cc4)o3)nc3ccccc23)cc1	i
COC[C@H](N)C(=O)Nc1cccc(NC(=O)Cc2ccccc2)c1	i
CN(C)c1nc2ncnc(SCC(=O)Nc3ccccc3)c2s1	i
Cc1ccc(C)c(OC(C)C(=O)NCc2snnc2C(C)C)c1 (configuration not stated)	i
CSc1ccc(CN(C(=O)CC2=CCNCC2)C2CC2)cc1	i
Cc1nc2nc(N(Cc3c(F)cccc3Cl)S(=O)(=O)c3ccccc3)nn2c(C)c1Cl	i
CN1CCNC(=O)C12CCN(Cc1c[nH]c3ccccc13)CC2	i

Three of these compounds in a different format.
Molecule | FECH inh
Cc1cc(N2CCCC2)nc(Nc2ccc(NC(=O)C(C)Oc3ccccc3)cc2)n1 (configuration not stated) | i
CCn1ccnc1CN(C)C(C)C(=O)N(C)C (configuration not stated) | i
CC(C)c1cc(N2CCCCCC2)n2nc(-c3cccnc3)nc2n1 | i

The list goes on:
SMILES	FECH inh
O=C(/C=C/c1ccccc1)NCC1=CCCN(C2C=CCCC2)C1 (configuration not stated)	i
CCN1CCC(Cc2nn3c(C4CCCC4)nnc3s2)CC1	i
COCCN1C(=O)c2c(NC(C)=O)c3cc(F)ccc3n2CC1(C)C(=O)NC1CCCCC1 (configuration not stated)	i
Cc1ccn2c3c(nc2c1)CNC(=O)CC3c1cccc2nonc12 (configuration not stated)	i
CCCC(=O)Nc1cc(Cl)ccc1OCc1cc(=O)n2oc(C)cc2n1	i
COc1ccc(OC)c(Nc2nc(N3CCCCC3)nc3c2cnn3-c2ccccc2)c1	i
COCC(=O)N1CCCN(C(=O)c2ccc(F)c(OC)c2F)CC1	i
CCc1ccc2occ(CC(=O)NCc3cccnc3N(C)C)c2c1	i
c1ccc(Cc2nc(C34CC5CC(C3)CC(n3cncn3)(C5)C4)n[nH]2)cc1	i
O=C(CN1CCN(Cc2ccccc2Cl)S1(=O)=O)Nc1ccc(Cl)cc1F	i
CC(C)CC(NCc1cn[nH]c1-c1ccc(F)cc1)c1ncnn1C (configuration not stated)	i
CCN(CC)Cc1cnc2c(C(=O)N3CCC(Cn4cccn4)CC3)cnn2c1	+
Cc1ccc(-c2nc3cccnc3n2CCNS(=O)(=O)c2ccc(CC(C)C)cc2)cc1	i
CCCn1cnnc1CN(C)C(=O)c1ccoc1C	i
CC(C)OCCCNC(=O)C(=O)NCc1n[nH]c(=O)c2ccccc12	i
COc1ccccc1OCC(=O)Nc1cc(C)nn1-c1ncnc2c1cnn2-c1ccc(Cl)cc1	i
CC(C)CCNC(=O)c1[nH]cnc1C(=O)NC1CCc2ccccc21 (configuration not stated)	i
O=C(c1ccccc1)N1CCC(NCc2cnn(Cc3ccccc3)c2)CC1	i
CCc1cc(Sc2ccc(NC(=O)c3cccc(Cl)c3)cc2)n2ncnc2n1	i
Cc1cc(C)cc(NC(=O)CCc2nc(-c3cc4ccc(C)cc4[nH]c3=O)no2)c1	i
CCOc1ccc(CCNC(=O)c2cccn2-c2nnc(N3CCCCC3)s2)cc1	i
CCc1nc(OCC(=O)NCc2cccc(Cl)c2)c2c(-c3ccc(F)cc3)noc2n1	i
c1nc(C2CCNCC2)cc(N2CC3CC4CC2C[C@@H](C4)C3)n1	i

Assay outcomes from PubChem BioAssay.

These rows are one share of the data; count on the stated rates, not on these rows.
